TCR-CD3 inh – inhibitors of human TCR-CD3 interaction; 360,000 compounds, 0.37% hits; inhibition, % at 9.4 µM; TAMRA-labeled TCR probe fluorescence, biochemical; in the data active means inhibition above about 19%;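 further: recombinant mutant TCR 2C K166C tagged with TAMRA read by polarization; 0% = receptor in buffer alone and 100% = receptor with positive control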
LEDGF integ inh – blocks HIV-1 LEDGF/p75-dependent DNA integration; TR-FRET IN-LEDGF/p75 DNA integration, Eu/Cy5; inhibition, % at 3.7 µM; 370,000 compounds, 0.64% hits; AID 743269;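 active means inhibition above the screen-wide mean plus 3 SD, cut at about 13% in these data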;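 further: signal is the Cy5 over europium emission ratio at 671 and 618 nm; 0% = plate median of compound wells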
MBD2 inh – blocks human MBD2 binding to methylated DNA; TR-FRET, MBD2 binding to methylated oligonucleotide; AID 686964; Q9UBB5; inhibition, % at 4.4 µM; 370,000 compounds, 0.31% hits; in the data active means inhibition above about 13%
UHRF1 binding – human UHRF1 methylated DNA binding inhibitors. Q96T88. inhibition, % at 4.4 µM. 370,000 compounds, 0.75% hits. UHRF1 binding to methylated oligo, TR-FRET. AID 687016; in the data active means inhibition above about 21%;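 further: UHRF1 SRA domain binding a hemimethylated CpG hairpin DNA probe; 0% = median of test compound wells and 100% = reference inhibitor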
TDP2 absorb – blocks human TDP2 phosphodiesterase activity; O95551; recombinant TDP2, T5PNP hydrolysis, p-nitrophenol absorbance 415 nm; inhibition, % at 12.8 µM; 370,000 compounds, 0.34% hits; AID 720702;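 active means inhibition above the mean of all tested compounds plus 3 SD, set per campaign, cut at about 25% in these data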;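 further: 0% = DMSO with enzyme and 100% = buffer with substrate but no TDP2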
Target sequence (O95551 whole entry, looked up): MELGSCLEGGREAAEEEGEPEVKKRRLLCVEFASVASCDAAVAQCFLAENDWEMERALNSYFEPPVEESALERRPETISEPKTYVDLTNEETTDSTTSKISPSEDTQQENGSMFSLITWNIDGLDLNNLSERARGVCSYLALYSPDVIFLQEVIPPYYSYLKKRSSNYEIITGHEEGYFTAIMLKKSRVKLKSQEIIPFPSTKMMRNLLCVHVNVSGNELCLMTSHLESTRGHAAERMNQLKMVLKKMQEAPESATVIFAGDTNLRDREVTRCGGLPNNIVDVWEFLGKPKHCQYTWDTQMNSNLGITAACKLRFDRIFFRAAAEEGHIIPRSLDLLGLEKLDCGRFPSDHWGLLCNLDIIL
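test system = human TDP2 enzyme | input = TDP2 enzyme at 120 nM final | medium = 50 mM Tris-HCl pH 7.5 with Mg2+, KCl, DTT, BSA | also added = T5PNP substrate, 5 mM | times = 2 h at 37 °C | technique = epi absorbance | benchmarks = high control without enzyme, low control DMSO plus TDP2 | replication = each compound tested once, singlicate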
KLK7 zymogen act – activates the human kallikrein-7 zymogen. purified proKLK7, EDANS-DABCYL substrate fluorescence; 100% is mature enzyme control, 0% vehicle. 370,000 compounds, 0.9% hits. activation, % at 7 µM. P49862;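 active means activation above the mean of all tested compounds plus 3 SD, computed per campaign excluding outliers beyond control limits, cut at about 13% in these data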
Target sequence (P49862 whole entry, looked up): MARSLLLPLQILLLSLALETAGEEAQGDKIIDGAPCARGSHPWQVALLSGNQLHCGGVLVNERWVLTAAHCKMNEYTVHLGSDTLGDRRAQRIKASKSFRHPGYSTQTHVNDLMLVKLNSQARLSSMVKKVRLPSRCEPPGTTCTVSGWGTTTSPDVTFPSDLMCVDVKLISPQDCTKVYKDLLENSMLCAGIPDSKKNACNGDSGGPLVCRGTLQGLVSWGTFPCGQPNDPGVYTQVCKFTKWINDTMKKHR
SIAE inh – inhibitors of human sialic acid acetylesterase SIAE; Q9HAT2; SIAE FP-Rh probe binding, fluorescence polarization; inhibition, % at 9.66 µM; 370,000 compounds, 0.69% hits; AID 1053197;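 active means inhibition above a cutoff: mean of compounds within the control limits plus 3 SD of those, cut at about 17% in these data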;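 further: 0% = plate median of compound wells and 100% = probe without SIAE protein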
Tn7 DDE FP – inhibitors of Tn7 peptide binding to human fibrin DD(E) | P02675 | FP displacement of FITC-Tn7 peptide from fibrin DD(E); 0% = median of compound wells per plate | inhibition, % at 8.3 µM | 370,000 compounds, 0.13% hits | AID 720508;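 active means inhibition above the mean of compounds falling within the control limits plus 3 SD of them, cut at about 14% in these data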;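 further: 0% = plate median of compound wells and 100% = 10 µM Aha-Tn7 peptide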
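Test system: human clot-derived fibrin DD(E) complex / Quantity: 2 µM final DD(E) protein / Incubation: 10 min plus 3 h, room temperature / Measured by: fluorescence polarization / Benchmarks: high control of 10 µM Aha-Tn7 peptide / Replicates: singlicate testing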
PRMT1 inh – blocks human protein arginine methyltransferase 1. inhibition, % at 2.79 µM. recombinant PRMT1, activity-based probe fluorescence polarization. 370,000 compounds, 1.3% hits. AID 652257. Q99873;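 active means inhibition above about 21% made by adding two undisclosed values, limit read from the data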
Target sequence (Q99873 whole entry, looked up): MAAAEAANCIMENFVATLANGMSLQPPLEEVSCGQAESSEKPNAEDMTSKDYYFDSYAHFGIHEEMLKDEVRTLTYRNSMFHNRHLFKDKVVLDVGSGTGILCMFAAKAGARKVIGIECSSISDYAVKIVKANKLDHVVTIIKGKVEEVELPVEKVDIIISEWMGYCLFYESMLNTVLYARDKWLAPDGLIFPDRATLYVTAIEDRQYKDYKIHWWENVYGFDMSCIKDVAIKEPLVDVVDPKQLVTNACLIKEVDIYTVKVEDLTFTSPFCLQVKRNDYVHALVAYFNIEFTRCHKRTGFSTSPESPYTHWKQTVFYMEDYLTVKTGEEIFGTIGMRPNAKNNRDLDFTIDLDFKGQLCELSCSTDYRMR
Tn6 DDE FP – inhibitors of Tn6 peptide binding to human fibrin DD(E) | P02675 | 370,000 compounds, 0.21% hits | Fibrin DD(E) TRITC-Tn6 fluorescence polarization displacement | inhibition, % at 8.3 µM;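 active means inhibition above a per-campaign cutoff: mean of compounds within control limits plus 3 SD, cut at about 15% in these data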;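 further: 0% = median of all compound wells on the plate and 100% = blocking peptide control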
* marks the source's active call; other numbers are inactive results; x = no result given.

TCR-CD3 inh	LEDGF integ inh	MBD2 inh	UHRF1 binding	TDP2 absorb	KLK7 zymogen act	SIAE inh	Tn7 DDE FP	PRMT1 inh	Tn6 DDE FP	SMILES
6	2	1	12	6	0.3	0	12	-2	5	CN(C)S(=O)(=O)c1ccc(Cl)c(NC(=O)COC(=O)/C=C/c2ccc3ccccc3n2)c1
3	2	1	0	-5	0.4	-1	6	-2	-3	CC(=O)Nc1ccc(NC(=O)[C@@H]2CCCN2S(=O)(=O)c2ccc3c(c2)OCCO3)cc1
2	-3	-1	2	-1	-0.6	2	3	-1	0	O=C(Cn1ccc2ccccc2c1=O)NCCC(=O)N1CCN(C(=O)c2ccco2)CC1
0	-1	-3	-1	-2	0.5	3	7	3	-2	C#Cc1cccc(C(=O)N2CCCC(C(=O)c3ccc(OC)cc3C)C2)c1 (stereo unspecified)
2	3	3	-4	-3	0.1	0	-1	-2	0	NS(=O)(=O)c1ccc(NC(=O)c2cc(Cl)ccc2Cl)cc1
10	4	-2	3	4	0.0	5	-7	-3	-6	CCOC(=O)c1ccc(NC(=O)Cn2c(=O)oc3ccccc32)cc1
-7	3	2	2	-5	-0.1	-3	3	2	-6	CCOC(=O)C1(Cc2ccccc2)NC(c2ccccc2F)C2C(=O)N(CC)C(=O)C21 (stereo unspecified)
6	-1	-1	-1	-12	0.8	-5	-2	-2	1	O=C1c2ccccc2[C@@H]2C[C@@H](O)[C@H](Nc3ccccc3-c3ccccc3)CCN12
4	1	0	0	-2	-0.5	0	-1	3	-2	CCCNC(=O)NC(=O)COC(=O)CNS(=O)(=O)/C=C/c1ccccc1
-10	-3	2	1	4	0.4	0	0	5	-8	COc1cc(CN2CCC(n3nccc3NC(=O)c3ccccc3OC)CC2)ccc1F
-1	-1	5	-1	-5	0.5	-6	-2	1	0	CC(NC(=O)COC(=O)C1CCC1)c1ccccc1 (stereo unspecified)
5	-3	5	0	-2	0.1	4	4	-3	-2	Nc1nonc1-n1nnc(C(=O)N/N=C/c2cccc(F)c2)c1CN1CCCCCC1

One compound at a time, from the list above.
Nc1nonc1-n1nnc(C(=O)N/N=C/c2cccc(F)c2)c1CN1CCCCCC1 across the screens: TCR-CD3 inh: 5; LEDGF integ inh: -3; MBD2 inh: 5; UHRF1 binding: 0; TDP2 absorb: -2; KLK7 zymogen act: 0.1; SIAE inh: 4; Tn7 DDE FP: 4; PRMT1 inh: -3; Tn6 DDE FP: -2
COc1cc(CN2CCC(n3nccc3NC(=O)c3ccccc3OC)CC2)ccc1F across the screens: TCR-CD3 inh: -10; LEDGF integ inh: -3; MBD2 inh: 2; UHRF1 binding: 1; TDP2 absorb: 4; KLK7 zymogen act: 0.4; SIAE inh: 0; Tn7 DDE FP: 0; PRMT1 inh: 5; Tn6 DDE FP: -8

Next part:
TCR-CD3 inh	LEDGF integ inh	MBD2 inh	UHRF1 binding	TDP2 absorb	KLK7 zymogen act	SIAE inh	Tn7 DDE FP	PRMT1 inh	Tn6 DDE FP	SMILES
-1	-3	-2	3	7	0.3	3	5	0	-5	Cc1c(N2C(=O)C(=O)/C(=C(/O)c3ccc(Cl)cc3)C2c2ccccc2)c(=O)n(-c2ccccc2)n1C (stereo unspecified)
4	-1	0	-1	-13	0.1	3	-10	-1	0	COc1ccc(CCNC/C=C/c2ccccc2)cc1
0	-1	3	-6	5	-0.2	0	1	-3	3	c1ccc2[nH]c(CN3CCCCCC3)nc2c1
3	-4	0	-3	-11	0.1	6	1	-1	0	C/C(=N\NC(=O)c1cccc(S(=O)(=O)N2CCCCC2)c1)c1ccc(C)o1
-7	1	-2	0	6	0.3	0	1	4	0	COc1ccc(C(=S)N(C)C)cc1OC
x	-1	4	2	1	0.0	1	3	4	-7	COc1ccc(C(C(=O)N(C)C2CCCC2)N(Cc2ccc(F)cc2)C(=O)c2ccc3ccccc3c2)cc1OC (stereo unspecified)
1	3	3	2	22	0.4	8	-6	0	-1	Cc1c(NC(=O)Nc2ccc(C(C)C)cc2)c(=O)n(-c2ccccc2)n1C
-2	-3	0	0	12	1.5	-1	-1	-1	1	Cc1ccc(-n2c(=O)c3sccc3n(Cc3cc(=O)n4ccccc4n3)c2=O)cc1
x	-1	4	-1	8	0.1	-5	2	20	-8	COc1ccc(S[C@]2(C(=O)N3CCCC3)CC(=O)N(S(=O)(=O)c3ccc(F)cc3)[C@@H]2c2ccc(OC)cc2)cc1
-7	-1	0	3	2	-0.3	-3	3	1	0	CC(CC(=O)NC1CCSC1=O)c1ccccc1 (stereo unspecified)
3	2	0	1	-5	-0.6	-4	-1	0	-5	O=C(NCCc1ccccc1)C1CCCN(S(=O)(=O)c2cccnc2)C1 (stereo unspecified)
1	0	-6	-3	10	0.6	0	-3	2	-4	Cc1ccc(O)c(NC(=O)C2CC(c3cccc(Br)c3)=NO2)c1 (stereo unspecified)
-3	-2	-1	-3	12	-0.1	6	-2	2	-2	O=S(=O)(NCCS(=O)(=O)N1CCN(c2ccccc2)CC1)c1ccccc1
-2	-6	6	3	-17	-0.6	-2	2	2	-1	CCCN(C(=O)COC(=O)C12CCC(=O)N1c1ccccc1S2)c1c(N)n(Cc2ccccc2)c(=O)[nH]c1=O (stereo unspecified)
-1	-4	10	3	-13	0.2	1	2	4	-7	CN(C)C(=O)CCc1ccc2c3c([nH]c2c1)[C@]1(CCC2CCCC2)[C@@H](C(=O)N2CCOCC2)C[C@H](CC(=O)NCCc2ccccn2)C(=O)N1CC3
4	3	-7	-2	3	0.2	1	-2	-1	-6	CCN(CC)S(=O)(=O)c1ccc(N/N=C/c2cccnc2)nc1
-7	-2	1	1	4	0.4	1	2	0	-2	Cc1nnc(SCC(=O)O)s1
-2	8	-7	-2	-5	0.4	3	4	-1	-7	O=C(O)c1ccc(N2CCN(c3ccc(Cl)cc3)CC2)c([N+](=O)[O-])c1
-3	1	4	9	-12	0.4	2	4	18	-9	O=C(O)c1cccc(S(=O)(=O)Nc2ccc(N3CCCCC3)cc2)c1
6	2	2	0	-13	-0.2	0	-12	0	-7	Cc1c(/C(O)=C2/C(=O)C(=O)N(CCN3CCOCC3)C2c2cccnc2)cnn1-c1ccccc1 (stereo unspecified)
0	-4	-3	-1	7	0.2	-1	6	87*	1	NC(=O)/C=C/C(=O)Nc1ccc(Cl)cc1
3	5	3	-1	0	0.1	-2	-3	-3	6	CCOc1ccc(NC(=O)CN(C)C(=O)C2CCCC2)cc1OCC
-6	2	-7	-5	8	0.0	4	7	-1	-5	O=c1ccn([C@@H]2O[C@H](CNCc3ccccc3OCc3ccc(Cl)cc3Cl)[C@@H](O)[C@H]2O)c(=O)[nH]1
-6	-3	-2	3	-1	0.9	4	6	2	7	COc1ccc(CCNC(=O)CSc2nnc(Cc3cccn3C)n2C)cc1OC
3	-2	1	1	2	1.0	0	3	3	4	CSc1ccc(S(=O)(=O)Nc2ccc(OCC(=O)N3CCOCC3)cc2)cc1
-3	4	1	-1	-8	-0.3	-5	-7	-1	-11	COc1ccc(C(N)c2csc(Nc3ccc(C(=O)c4ccccc4)cc3)n2)cc1 (stereo unspecified)
1	2	-6	-2	-6	-0.2	-9	4	-4	-1	Cc1ccc(C(=O)Cc2nc3ccccc3[nH]2)cc1
6	-1	3	-4	0	0.2	9	8	1	2	Cc1ccc(C(=O)Nc2ncccc2O)o1
-1	0	5	7	9	-0.2	0	4	-1	-6	COc1ccc(N/C(N)=N/c2nc(C)cc(C)n2)c(OC)c1
-8	-5	1	0	-3	0.5	1	4	-1	-2	CC(C)(C)NC(=O)CSc1nncn1-c1ccccc1
0	-1	2	-1	5	0.2	1	-5	-3	8	CCOC(=O)c1cnc(SC)nc1Oc1cccc(NS(=O)(=O)c2ccccc2)c1
6	-1	-5	0	0	-0.2	1	-8	1	-4	C=CCn1c(SCC(=O)N2CCc3ccccc3C2)nc2ccccc2c1=O
1	0	-8	-4	10	23*	-5	6	0	5	COc1nc(N=C(N)N)nc2c(C)cccc12
2	5	-5	-3	-2	0.2	6	8	-8	-1	Cc1ccccc1Nc1c([N+](=O)[O-])ccc2nonc12
4	-3	-5	-2	0	-0.1	3	2	2	-1	COc1ccc(C)cc1NC(=O)NC1CC(=O)N(c2ccc3c(c2)OCCO3)C1 (stereo unspecified)
6	9	3	12	84*	0.2	12	-1	0	3	COc1cc(/C=C2\C(=O)N(CCC#N)N=C2C)ccc1OCC(=O)Nc1ccccc1
1	3	3	0	-14	0.4	4	-7	-3	-3	O=C(NNc1ccccc1C(F)(F)F)c1cccs1
2	-3	2	3	-6	0.3	-1	0	1	-5	O=C(NCc1cc(Cl)cc(Cl)c1)c1ccc2sc([C@H]3C[C@H](O)[C@@H](CO)O3)nc2c1
-5	-3	0	-1	9	-0.1	-1	0	1	-1	Cc1ccc(-c2ncns2)cc1
-3	2	7	7	11	0.4	-3	4	1	2	CCCCn1cnc2c([nH]c3cc(OC)ccc32)c1=O
-4	5	9	22*	0	0.3	-19	5	4	4	COc1ccc(CCNC(=O)c2cc(-c3ccc(Cl)c(Cl)c3)oc2C)cc1
8	1	-1	-5	3	0.5	1	-6	-3	1	O=C(Nc1cccc2cccnc12)c1cccnc1
-3	0	5	1	-8	-0.1	0	2	11	-8	Cc1nc2c(C)cccn2c1C(=O)c1ccccc1
-6	-5	3	0	5	-0.7	2	6	1	-3	Cc1ccc(NC(=S)Nc2ccc3[nH]c(=O)[nH]c3c2)cc1C
-3	-1	2	1	5	-0.6	4	-4	-1	-2	CCOc1ccc(S(=O)(=O)Nc2cccc(C(=O)N3CCN(C(C)=O)CC3)c2)cc1
3	1	-2	-1	4	-0.4	1	5	0	-1	Cc1cccc(OCC(O)CN2CC3(C)CC2CC(C)(C)C3)c1 (stereo unspecified)
1	0	1	0	10	1.2	0	5	-2	3	CCOc1cc(C2NC(=O)NC(O)(C(F)(F)F)C2C(=O)c2ccc(Cl)cc2)ccc1O (stereo unspecified)
6	2	-4	-2	7	-0.2	1	-1	-3	5	Cn1c(SCC(=O)N2CCN(Cc3ccccc3)CC2)nnc1-c1ccncc1
-5	-2	6	12	-6	-0.2	-2	2	3	-4	Cc1ccc(-c2nc3c(C)cc(Br)cn3c2Cc2ccccc2)cc1
4	-1	0	1	3	0.2	-2	-3	-1	3	c1ccc2[nH]c(SCc3ccc(-c4nnco4)cc3)nc2c1
-1	1	-7	-1	7	0.5	-4	-5	-1	3	O=C(NCC1CCCO1)c1ccccc1-c1nc(-c2ccc(Cl)cc2)no1 (stereo unspecified)
-5	-5	-2	6	-8	0.0	-1	1	3	-5	CNC(=O)CSc1nnc(-c2ccccc2F)n1CCc1ccccc1
4	-1	-7	-2	-6	0.8	-1	4	0	-7	C=CC[C@@H](CC(=O)N(CCO)Cc1ccccc1)C(=O)NC[C@@H](OC(=O)[C@@H](CC=C)CC(=O)OC(C)(C)C)c1ccccc1
-1	2	-4	-2	-3	-0.1	2	-2	2	-5	O=C(NCCNc1ccc([N+](=O)[O-])cc1)c1ccccc1Br
-7	-1	0	-1	5	-0.3	5	2	2	7	COc1cc2c(cc1O)CCN(C(=O)CSc1nncn1C)[C@@H]2C

From PubChem
